# GSH fluor: GSH bead compound fluorescence profile; GSH beads flow cytometry, compound fluorescence 488/530 nm; hits give high values; AID 1776; fluorescence (KMESF) at 10 µM; actives 0.25% (n = 190,000); in the data active = fluorescence above about 89;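 note: glutathione beads carrying GST-tagged Bcl family fusion proteins plus one bare bead set; values are compound well signal with DMSO vehicle wells as background; inactives centre near 16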
# Mcl1 Bid PPI: disrupts binding of human Mcl-1 to Bid peptide | Q07820 | TR-FRET Mcl-1/Bid-Dy647 peptide binding, 1536-well | inhibition, % at 21.7 µM | actives 0.97% (n = 220,000);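 active = compounds that cut the binding signal by more than half at the single screening dose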;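 note: His-tagged Mcl-1 with europium anti-His antibody binding Bid BH3 peptide; 0% = Mcl-1 plus peptide wells and 100% = peptide-only wells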
# Mcl-1 Bim block: human Bim-Mcl-1 interaction inhibition | inhibition, % at 10 µM | actives 0.1% (n = 190,000) | AID 1009 | Bead-based flow cytometry, Bim peptide-Mcl-1 binding; in the data active = inhibition above about 40%;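 note: 0% = no compound tracer wells and 100% = peptide blocker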
# Mcl1-Noxa inh: Mcl-1/Noxa interaction inhibition. AID 1022. actives 1.5% (n = 220,000). TR-FRET Mcl-1/Noxa peptide binding, 2 h. inhibition, % at 21.7 µM;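 active = compounds that cut the protein-peptide binding signal by more than 50% relative to plate controls in a single-dose test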;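 note: His-tagged Mcl-1 with rhodamine Noxa BH3 peptide and terbium anti-His antibody; 0% = Mcl-1 plus Noxa peptide wells and 100% = peptide-only wells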
# RGS8-Gao reg: regulators of human RGS8-Galphao interaction | actives 0.34% (n = 220,000) | AID 1423 | multiplexed bead flow cytometry, RGS8-Galphao binding; actives lie on both sides | P09471 | response (percent of control binding), % at 10 µM; in the data active = response below about 60% or above about 140%; inactive = in between;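 note: Galphao activated as the GDP aluminium fluoride complex binding bead-coupled RGS8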
# RGS4-Gao reg: modulates binding of RGS4 to human Galphao | actives 0.33% (n = 220,000) | binding response (% of control), % at 10 µM | AID 1415 | Multiplexed bead flow cytometry; actives lie on both sides | P09471; in the data active = binding response below about 49% or above about 150%; inactive = in between;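 note: fluorescent Galphao activated with aluminum fluoride binding bead-coupled RGS4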
# Pf gametocyte: inhibitors of late stage P. falciparum gametocyte viability; P. falciparum stage V gametocytes, ATP luminescence, 24 h; inhibition, % at 10.9 µM; actives 0.065% (n = 150,000);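 active = inhibition above the mean plus 3 SD of compounds within the control limits, set per campaign, cut at about 38% in these data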;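 note: 0% = DMSO wells and 100% = medium only without gametocytes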
# RGS7-Gao reg: modulates binding of RGS7 to human Galphao; P09471; Multiplexed bead flow cytometry; actives lie on both sides; binding response (% of control), % at 10 µM; actives 0.35% (n = 220,000); AID 1439; in the data active = binding response below about 49% or above about 150%; inconclusive = no clear call, values can overlap the other calls; inactive = in between;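 note: fluorescent Galphao held in activated GDP-AlF4 state binding bead-coupled RGS7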
# ABCG2 block: human ABCG2 inhibition, ABCB1 as counter-screen | Q9UNQ0 | IgMXP3 cells, JC-1 efflux, flow cytometry | inhibition, % at 6.6 µM | actives 0.1% (n = 190,000) | AID 1325;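 active = inhibition above 80%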;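 note: 0% = DMSO and 100% = nicardipine control wells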
#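 Read-out basis: Efflux inhibition in percent versus controls | Test system: ABCG2 IgMXP3 and barcoded ABCB1 CCRF-Adr cell mix | Quantity: 3 million cells/mL in well | Schedule: 10 min at 25 °C | Control set: Nicardipine as high control, DMSO as low control | Reagent: JC-1 as fluorescent efflux pump substrate | Signal: Flow cytometry of retained JC-1 fluorescence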
# ABCB1 inh: human ABCB1 inhibition, ABCG2 as counter-screen. P08183. CCRF-Adr cells, JC-1 efflux, flow cytometry. inhibition, % at 6.6 µM. actives 0.067% (n = 190,000). AID 1326; in the data active = inhibition above about 40%;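 note: 0% = vehicle and 100% = reference inhibitor; higher value means more JC-1 retained so stronger ABCB1 efflux block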
# Target sequence (P08183 whole entry, looked up): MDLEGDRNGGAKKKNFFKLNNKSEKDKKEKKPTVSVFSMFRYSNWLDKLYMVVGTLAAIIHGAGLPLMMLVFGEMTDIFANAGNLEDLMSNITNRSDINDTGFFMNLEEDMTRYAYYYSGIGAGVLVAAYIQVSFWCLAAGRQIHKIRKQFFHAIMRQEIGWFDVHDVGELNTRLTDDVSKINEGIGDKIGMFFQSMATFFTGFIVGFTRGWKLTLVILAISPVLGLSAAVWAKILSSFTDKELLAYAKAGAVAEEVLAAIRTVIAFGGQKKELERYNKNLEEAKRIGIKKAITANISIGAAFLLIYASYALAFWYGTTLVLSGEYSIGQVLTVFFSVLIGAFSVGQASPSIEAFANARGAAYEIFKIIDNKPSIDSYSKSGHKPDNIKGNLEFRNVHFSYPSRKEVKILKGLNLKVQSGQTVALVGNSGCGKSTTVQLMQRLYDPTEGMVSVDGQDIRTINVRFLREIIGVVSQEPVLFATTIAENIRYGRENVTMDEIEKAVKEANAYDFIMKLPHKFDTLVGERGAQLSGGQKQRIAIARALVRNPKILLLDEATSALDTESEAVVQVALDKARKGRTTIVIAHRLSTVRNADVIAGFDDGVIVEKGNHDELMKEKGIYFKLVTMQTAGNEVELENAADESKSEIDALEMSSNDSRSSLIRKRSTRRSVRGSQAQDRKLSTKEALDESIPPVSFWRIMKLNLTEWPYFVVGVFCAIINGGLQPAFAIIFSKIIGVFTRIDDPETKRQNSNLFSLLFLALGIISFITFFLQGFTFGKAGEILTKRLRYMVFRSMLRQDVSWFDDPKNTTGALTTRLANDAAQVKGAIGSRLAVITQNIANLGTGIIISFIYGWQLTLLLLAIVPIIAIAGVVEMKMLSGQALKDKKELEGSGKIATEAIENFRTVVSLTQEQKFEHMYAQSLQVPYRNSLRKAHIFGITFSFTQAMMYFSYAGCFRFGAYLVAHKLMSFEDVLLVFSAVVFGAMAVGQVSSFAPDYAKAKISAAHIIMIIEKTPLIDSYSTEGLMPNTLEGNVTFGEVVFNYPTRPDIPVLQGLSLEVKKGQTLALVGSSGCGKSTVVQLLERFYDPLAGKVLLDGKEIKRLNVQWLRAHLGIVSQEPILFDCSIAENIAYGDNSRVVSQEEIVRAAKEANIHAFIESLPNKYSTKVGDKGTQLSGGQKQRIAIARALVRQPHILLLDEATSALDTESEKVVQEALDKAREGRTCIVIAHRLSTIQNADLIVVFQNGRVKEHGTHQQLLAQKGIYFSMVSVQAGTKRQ
# Avidin bead fluor: compound fluoresces at 488/530 nm on avidin beads; fluorescence (KMESF) at 10 µM; actives 0.38% (n = 220,000); compound fluorescence 488/530 nm, flow cytometry; hits give high values; in the data active = fluorescence above about 47; note: inactives centre near 10
# * = called active by the depositor; ? = inconclusive; . = no result given.
1. CCN(CC)C(=O)C1CCCN(c2ccc([N+](=O)[O-])cc2/C=N/NC(=O)c2cccc(Br)c2)C1 (centres undefined)
2. Cc1nn(Cc2ccc([N+](=O)[O-])cc2)c(=O)n1-c1c(F)cccc1F
3. O=S(=O)(NCCc1ccccn1)c1ccc(-c2ccccn2)s1
4. Cc1ccc[n+](C(C)C(=O)c2ccc(-c3ccccc3)cc2)c1 (centres undefined)
5. C=CCNC(=O)Nc1ccc(Br)cc1Cl
6. CCCNC(=S)Nc1ccc(Cl)cc1C
7. CSc1ccccc1NC(=O)Cc1ccc(Br)cc1
8. Oc1c(Cl)cc(Cl)cc1/C=N/Nc1ncc(Br)cn1
9. CC1(CCc2ccc3c(c2)OCO3)NC(=O)c2ccccc2N1 (centres undefined)
10. Cc1ccsc1C1NC(=O)c2c(sc3c2CCN(C)C3)N1 (centres undefined)

assay / compound | 1 | 2 | 3 | 4 | 5 | 6 | 7 | 8 | 9 | 10
Mcl1-Noxa inh | 4 | 1 | -4 | 8 | -5 | 7 | 2 | 25 | 4 | 11
ABCG2 block | 6 | 3 | . | 2 | 16 | -2 | 46 | 4 | 2 | 1
Avidin bead fluor | 9 | 14 | 3 | 9 | 9 | 15 | 12 | 20 | 31 | 9
RGS4-Gao reg | 103 | 99 | 105 | 94 | 100 | 94 | 100 | 107 | 103 | 100
Pf gametocyte | . | -31 | 8 | 18 | 14 | . | . | 7 | . | .
GSH fluor | 20 | 28 | . | 3 | 20 | 18 | 4 | 12 | 24 | 20
RGS7-Gao reg | 96 | 97 | ? | 92 | ? | 92 | 102 | 101 | 103 | 99
Mcl1 Bid PPI | -10 | 7 | -9 | -16 | -31 | -42 | -35 | -7 | -8 | -32
ABCB1 inh | 1.9 | 1.3 | . | 0.0 | 2.0 | -0.2 | 1.9 | 0.7 | -0.2 | 0.2
RGS8-Gao reg | 100 | 101 | 105 | 83 | 101 | 95 | 102 | 103 | 101 | 101
Mcl-1 Bim block | 0 | -1 | . | 0 | 0 | -8 | -3 | -1 | 2 | -1

11. O=S(=O)(NC1=NCCCCC1)c1ccc(F)cc1
12. CC(C)C[C@H](NC(=O)c1[nH]cnc1C(=O)N[C@@H](C)C(=O)OC(C)(C)C)C(=O)OC(C)(C)C
13. O=c1c2c(n3cnnc3n1-c1ccccc1)-c1ccccc1CC21CCCCC1
14. C=CC(c1ccccc1)C(C(=O)c1ccccc1)N(C)C (centres undefined)
15. CCCOc1ccc(N2C(=O)CC(SC(=N)N3N=C(c4ccccc4)CC3c3ccccc3)C2=O)cc1 (centres undefined)
16. COc1ccc(C/C(N)=N/OC(=O)c2cccc([N+](=O)[O-])c2)cc1
17. C(=N\Nc1nnnn1-c1ccccc1)/c1ccncc1
18. COc1ccc(C(=O)N2CCCN(C)CC2)cc1S(=O)(=O)N1CCCc2ccccc21
19. O=C(CSc1nnc(-c2ccccn2)n1Cc1ccco1)Nc1ccc2c(c1)OCO2
20. Cn1c(=O)c2c(ncn2CCC(=O)N/N=C/c2cccnc2)n(C)c1=O

assay / compound | 11 | 12 | 13 | 14 | 15 | 16 | 17 | 18 | 19 | 20
Mcl1-Noxa inh | 9 | -15 | . | -9 | -22 | 10 | 13 | 10 | 13 | 0
ABCG2 block | . | . | 3 | 0 | 7 | 37 | 10 | 0 | 1 | .
Avidin bead fluor | 6 | 8 | 8 | 11 | 8 | 12 | 4 | 5 | 33 | 3
RGS4-Gao reg | 95 | 90 | 100 | 106 | 101 | 103 | 98 | 104 | 95 | 102
Pf gametocyte | -16 | . | . | . | 8 | 18 | . | . | -18 | 7
GSH fluor | . | . | 32 | 15 | 14 | 2 | 9 | 15 | 23 | .
RGS7-Gao reg | ? | ? | 97 | 104 | 100 | 100 | 100 | 106 | 95 | ?
Mcl1 Bid PPI | -36 | -31 | . | 82* | -17 | -6 | -90 | -6 | -24 | -8
ABCB1 inh | . | . | 0.9 | 0.0 | 0.9 | 0.1 | 1.1 | 0.0 | 0.3 | .
RGS8-Gao reg | 100 | 94 | 101 | 100 | 100 | 103 | 97 | 101 | 97 | 101
Mcl-1 Bim block | . | . | 5 | -1 | 1 | -3 | -6 | 2 | 0 | .

21. O=C(COC(=O)c1cccc(Br)c1)NCCc1ccccc1
22. CCOC(=O)/C(C#N)=c1/s/c(=C2\C=Cc3ccccc3N2CC)c(=O)n1CC
23. Cc1nc2c(-c3ccc(F)cc3)cnn2c2c1CCC2
24. Cc1sc(=NC(=O)c2ccco2)n(C)c1-c1ccccc1
25. COc1ccc(N2CCN(C(=S)Nc3cccc(C)c3)CC2)cc1
26. Cc1nnc(-c2cnn(C)c2N)n1Cc1cccc(Cl)c1
27. Cc1[nH]nc(Nc2ccc(C(C)C)cc2)c1[N+](=O)[O-]
28. O=C1C2CC=CCC2C(=O)N1CC(=O)N(Cc1ccccc1)C1CCS(=O)(=O)C1 (centres undefined)
29. O=C(Nc1cccc2ccccc12)c1cnccn1
30. COc1ccc(C(=O)N/C(=C\c2cccc3ccccc23)C(=O)N2CCN(C)CC2)cc1OC

assay / compound | 21 | 22 | 23 | 24 | 25 | 26 | 27 | 28 | 29 | 30
Mcl1-Noxa inh | 1 | 5 | -11 | 2 | 16 | -36 | 4 | 2 | -12 | 8
ABCG2 block | 67 | 13 | 6 | 6 | 2 | -1 | . | -1 | 3 | 6
Avidin bead fluor | 34 | 11 | 9 | 36 | 20 | 5 | 5 | 14 | 2 | 10
RGS4-Gao reg | 103 | 104 | 98 | 101 | 107 | 101 | 95 | 101 | 84 | 93
Pf gametocyte | . | 9 | -27 | . | -4 | . | -16 | . | . | 2
GSH fluor | 10 | 28 | 15 | 15 | 11 | 14 | . | 27 | 20 | 13
RGS7-Gao reg | 110 | 102 | 101 | 97 | 98 | 102 | ? | 105 | 85 | ?
Mcl1 Bid PPI | 9 | -5 | -20 | -10 | -26 | -19 | -3 | -8 | -42 | -17
ABCB1 inh | -0.4 | 6.5 | 0.2 | 0.8 | 0.1 | -0.2 | . | -2.3 | 0.3 | 0.9
RGS8-Gao reg | 107 | 102 | 102 | 100 | 102 | 99 | 96 | 102 | 89 | 96
Mcl-1 Bim block | -10 | -5 | 0 | 0 | 2 | -1 | . | -1 | -1 | -2

# Next part, overlapping the part above by two compounds.
29. O=C(Nc1cccc2ccccc12)c1cnccn1
30. COc1ccc(C(=O)N/C(=C\c2cccc3ccccc23)C(=O)N2CCN(C)CC2)cc1OC
31. CCCc1c(C(=O)NNc2cccc(Cl)c2)cnn1-c1ccccc1
32. Nc1ncnc(NCc2ccccc2)c1[N+](=O)[O-]
33. Cc1nnc(SCc2ccc(Cl)cc2)nc1/C=C/N(C)C
34. Cc1cccc(N(C(=O)Cn2nnc3ccccc32)C(C(=O)NC(C)(C)C)c2ccsc2)c1C (centres undefined)
35. CC(O)CNc1nc2ccccc2n1CC(=O)N1CCN(Cc2ccccc2)CC1 (centres undefined)
36. O=c1cc(-c2ccco2)oc2c1ccc1ccccc12
37. COc1cc(O)c(C(CC(=O)N2CCCC(C)C2)c2ccc(N(C)C)cc2)c(OC)c1 (centres undefined)
38. Cc1ccc2oc(=O)c3cnn(CC(=O)Nc4cc(-c5cccc(F)c5)no4)c3c2c1
39. C1=C(c2ccc(-c3ccccc3)cc2)Nc2ncnn2C1c1ccco1 (centres undefined)
40. Cc1oc2c(C)c(O)ccc2c(=O)c1-c1cnn(-c2ccccc2)c1

assay / compound | 29 | 30 | 31 | 32 | 33 | 34 | 35 | 36 | 37 | 38 | 39 | 40
Mcl1-Noxa inh | -12 | 8 | -2 | 7 | 2 | 4 | 9 | -3 | 16 | -109 | 20 | -22
ABCG2 block | 3 | 6 | . | 28 | 8 | 5 | 0 | 7 | . | 8 | 2 | 9
Avidin bead fluor | 2 | 10 | 7 | 6 | 9 | 14 | 25 | 7 | 9 | 5 | 14 | 8
RGS4-Gao reg | 84 | 93 | 100 | 99 | 105 | 101 | 104 | 102 | 106 | 101 | 88 | 98
Pf gametocyte | . | 2 | 3 | 15 | . | . | . | . | -37 | . | 13 | -7
GSH fluor | 20 | 13 | . | 6 | 12 | 25 | 16 | 21 | . | 13 | 25 | 29
RGS7-Gao reg | 85 | ? | ? | 100 | ? | 102 | 104 | 98 | ? | 100 | 88 | 98
Mcl1 Bid PPI | -42 | -17 | -27 | -23 | -77 | 5 | -14 | 8 | -129 | 6 | -56 | 48
ABCB1 inh | 0.3 | 0.9 | . | 2.2 | 1.1 | 5.5 | -0.2 | 1.8 | . | 0.6 | 0.5 | 0.2
RGS8-Gao reg | 89 | 96 | 101 | 102 | 103 | 105 | 103 | 97 | 103 | 86 | 98 | 100
Mcl-1 Bim block | -1 | -2 | . | -2 | 1 | -3 | -1 | -6 | . | -2 | -1 | 1

41. CCCc1cc(=O)n2[nH]c(C(F)(F)F)nc2n1
42. O=C(NCc1cccnc1)C1CC(=O)N(c2ccc(Cl)cc2)C1 (centres undefined)
43. C=CCNC(=S)NNC(=O)c1csc(C)c1C
44. Cc1ccc(-n2c(=O)[nH]c3c(oc4ccccc43)c2=O)cc1

assay / compound | 41 | 42 | 43 | 44
Mcl1-Noxa inh | 25 | -20 | 8 | 0
ABCG2 block | -2 | 1 | -4 | 4
Avidin bead fluor | 21 | 5 | 6 | 9
RGS4-Gao reg | 103 | 100 | 94 | 98
Pf gametocyte | . | . | . | -3
GSH fluor | 17 | 8 | 17 | 28
RGS7-Gao reg | 108 | 100 | 87 | 99
Mcl1 Bid PPI | -4 | -27 | -35 | -3
ABCB1 inh | -0.8 | 0.3 | -0.8 | -0.3
RGS8-Gao reg | 105 | 95 | 79 | 100
Mcl-1 Bim block | 0 | 0 | -1 | -4

# Compounds listed so far with an aryl methoxy group:
16. COc1ccc(C/C(N)=N/OC(=O)c2cccc([N+](=O)[O-])c2)cc1
18. COc1ccc(C(=O)N2CCCN(C)CC2)cc1S(=O)(=O)N1CCCc2ccccc21
25. COc1ccc(N2CCN(C(=S)Nc3cccc(C)c3)CC2)cc1
30. COc1ccc(C(=O)N/C(=C\c2cccc3ccccc23)C(=O)N2CCN(C)CC2)cc1OC
37. COc1cc(O)c(C(CC(=O)N2CCCC(C)C2)c2ccc(N(C)C)cc2)c(OC)c1 (centres undefined)

assay / compound | 16 | 18 | 25 | 30 | 37
Mcl1-Noxa inh | 10 | 10 | 16 | 8 | 16
ABCG2 block | 37 | 0 | 2 | 6 | .
Avidin bead fluor | 12 | 5 | 20 | 10 | 9
RGS4-Gao reg | 103 | 104 | 107 | 93 | 106
Pf gametocyte | 18 | . | -4 | 2 | -37
GSH fluor | 2 | 15 | 11 | 13 | .
RGS7-Gao reg | 100 | 106 | 98 | ? | ?
Mcl1 Bid PPI | -6 | -6 | -26 | -17 | -129
ABCB1 inh | 0.1 | 0.0 | 0.1 | 0.9 | .
RGS8-Gao reg | 103 | 101 | 102 | 96 | 103
Mcl-1 Bim block | -3 | 2 | 2 | -2 | .
